Source: PubChem BioAssay (several laboratories)
Anthrax LF inh2 = inhibitors of Bacillus anthracis lethal factor protease; multiplex microsphere protease cleavage assay, LF; P15917; 360,000 tested, 0.12% active; inhibition, % at 10 µM; AID 588501; note: plate controls were buffer without enzyme for full effect and enzyme alone for no effect
Target sequence (P15917 whole entry, looked up): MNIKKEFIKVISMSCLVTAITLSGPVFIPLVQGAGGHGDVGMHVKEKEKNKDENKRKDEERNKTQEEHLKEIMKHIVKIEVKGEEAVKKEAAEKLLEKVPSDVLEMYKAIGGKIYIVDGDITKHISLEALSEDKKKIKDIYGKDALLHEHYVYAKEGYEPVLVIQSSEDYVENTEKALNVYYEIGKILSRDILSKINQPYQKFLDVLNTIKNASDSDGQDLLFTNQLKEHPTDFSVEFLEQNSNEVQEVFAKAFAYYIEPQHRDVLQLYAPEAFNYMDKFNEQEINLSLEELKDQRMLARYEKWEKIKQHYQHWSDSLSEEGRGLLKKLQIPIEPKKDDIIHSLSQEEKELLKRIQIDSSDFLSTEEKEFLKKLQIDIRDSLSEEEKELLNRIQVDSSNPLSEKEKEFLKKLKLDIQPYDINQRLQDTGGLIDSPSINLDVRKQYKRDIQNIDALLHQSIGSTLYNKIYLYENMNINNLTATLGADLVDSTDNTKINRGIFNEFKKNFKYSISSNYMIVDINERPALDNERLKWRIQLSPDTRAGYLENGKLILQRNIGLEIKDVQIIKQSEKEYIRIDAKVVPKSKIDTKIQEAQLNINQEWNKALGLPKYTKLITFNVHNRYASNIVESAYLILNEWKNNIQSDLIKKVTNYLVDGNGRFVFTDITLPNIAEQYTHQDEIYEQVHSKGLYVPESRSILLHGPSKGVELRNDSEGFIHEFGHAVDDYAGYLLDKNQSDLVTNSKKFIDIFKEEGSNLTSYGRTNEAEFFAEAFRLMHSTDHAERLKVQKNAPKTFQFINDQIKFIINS
DUSP3 inh = DUSP3 (human) phosphatase inhibition; recombinant VHR phosphatase, pNPP absorbance; inhibition, % at 13.3 µM; 290,000 tested, 0.52% active; in the data active = inhibition above about 50%; note: some compounds called inactive have numbers as strong as hits
Target sequence (P51452 whole entry, looked up): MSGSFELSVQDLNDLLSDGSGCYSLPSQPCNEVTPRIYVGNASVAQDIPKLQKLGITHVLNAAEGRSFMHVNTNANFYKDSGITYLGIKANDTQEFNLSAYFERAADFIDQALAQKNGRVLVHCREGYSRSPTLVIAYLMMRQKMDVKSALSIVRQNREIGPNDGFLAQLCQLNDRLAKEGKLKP
SSB-PriA inh = K. pneumoniae PriA-SSBct interaction inhibition; AlphaScreen SSBct-PriA binding, biotinylated peptide; inhibition, % at 33 µM; 430,000 tested, 0.6% active; AID 1272365; in the data active = inhibition mostly above about 37%, no sharp cut-off; inactive = mostly below about 20%;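 note: plate controls were negative control peptide for no effect and reference peptide for full effect; strong numbers were not always called active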
PrPC TRFRET = cell surface PrPC inhibition, primary TR-FRET screen; TR-FRET read-out; inhibition, % at 13.8 µM; 370,000 tested, 0.43% active; AID 720596; in the data active = inhibition above about 24%; note: 0% = median of the test wells and 100% = reference compound wells
Rv3671c inh = inhibitors of M. tuberculosis serine protease Rv3671c | P9WHR9 | inhibition, % at 5.96 µM | 320,000 tested, 0.048% active; in the data active = inhibition above about 38%;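 note: extracellular domain of Rv3671c used as enzyme; 0% = enzyme with DMSO and 100% = no enzyme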
3CLpro inhibitor = SARS-CoV 3CLpro protease inhibition | 290,000 tested, 0.14% active | AID 1706 | P0C6X7 | recombinant SARS-CoV 3CLpro, quenched FRET peptide cleavage | inhibition, % at 6 µM; in the data active = inhibition above about 12%
BoNT F protease = BoNT F light chain protease inhibition; Multiplex microsphere protease cleavage assay, flow cytometry; inhibition, % at 10 µM; 360,000 tested, 0.22% active; in the data active = inhibition above about 35%, passing the limit was not always enough; inconclusive = no clear call, values can overlap the other calls; note: plate controls were buffer without enzyme for full effect and enzyme alone for no effect
MazF activator = activators of E. coli MazEF toxin-antitoxin RNase. P0AE70. FAM/BHQ RNA-DNA oligo cleavage fluorescence, 5 h. activation, % at 20 µM. 350,000 tested, 0.32% active; in the data active = activation above about 50%
Target sequence (P0AE70 whole entry, looked up): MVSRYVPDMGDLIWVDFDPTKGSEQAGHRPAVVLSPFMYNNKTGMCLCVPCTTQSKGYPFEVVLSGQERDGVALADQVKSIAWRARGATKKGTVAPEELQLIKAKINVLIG
CCHFV vOTU inh = blocks the CCHF virus ovarian tumor domain protease. CCHFV vOTU protease, Pep-AMC fluorescence. inhibition, % at 11.5 µM. 370,000 tested, 0.55% active. AID 651958; in the data active = inhibition above about 30%; note: 0% = vehicle wells with enzyme and 100% = no enzyme wells
BoNT-A LC inh2 = BoNT A light chain protease inhibition | 360,000 tested, 0.17% active | multiplex microsphere protease substrate cleavage, flow cytometry | inhibition, % at 10 µM; note: plate controls were buffer without enzyme for full effect and enzyme alone for no effect
* marks the source's active call; other numbers are inactive results; ? = inconclusive; · = no result given; & = joins results of further samples. Cut-off read from the data, not from the text of the source, unless noted: active = inhibition above about 30%; inconclusive = no clear call, values can overlap the other calls; inactive = below that.

SMILES	Anthrax LF inh2	DUSP3 inh	SSB-PriA inh	PrPC TRFRET	Rv3671c inh	3CLpro inhibitor	BoNT F protease	MazF activator	CCHFV vOTU inh	BoNT-A LC inh2
O=C(Nc1nn[nH]n1)c1ccc(S(=O)(=O)N2CCCCC2)cc1	1	30	-9	-1	-2	0	0	5	-7	0.7
Cc1nnc(SCC(=O)NNC(=O)c2ccco2)s1	-3	·	-7	-1	-2	·	1	0	2	-0.2
C=CCn1c(NC(C)c2cc(Cl)ccc2O)nc2ccccc21 (centres undefined)	-6	-12	-32	-1	-5	-5	-11	12	-2	0.3
CC(OC(=O)/C(C#N)=C/c1ccc(N(C)C)cc1)C(=O)N(C)Cc1ccccc1 (centres undefined)	5	10	-5	-6	-139	3	17	-198	-10	16
Cc1ccc([C@@H]2CC=C(C(=O)O)[C@H](c3ccc(Cl)cc3)N2S(=O)(=O)c2ccccc2C)cc1	-7	·	2	4	-1	·	3	-9	33*	-0.8
Cc1ccc(CNS(=O)(=O)c2ccccc2[N+](=O)[O-])cc1	0	11	-2	-2	3	-3	-2	3	4	-1.2
O=C(NC(=S)NCC1CCCO1)c1ccccc1 (centres undefined)	-1	-8	9&-10	8	2	2	2	-4	9	-0.5
Cc1cc2ccccc2c(=O)n1CC(=O)N1CCN(c2cccc(Cl)c2)CC1	-2	8	-7	6	2	-6	-5	11	7	0.1
N#C/C(=C\Nc1ccccc1SC(F)(F)F)c1nc(-c2ccc(Cl)cc2)cs1	2	8	-13	-5	-1	1	8	-19	8	1.1
O=C(COC(=O)c1cc(F)c(F)cc1Cl)NC1CCCCCC1	1	·	·	-4	·	·	-6	-1	-3	-0.3
CC1CC(C)CN(C(=O)c2cccc(S(=O)(=O)Nc3cc(C(F)(F)F)ccc3Cl)c2)C1 (centres undefined)	-1	-10	13	10	5	3	-5	-11	29	-0.5
Cc1ccc2c(c1)c1n[nH]c(=S)nc1n2CCc1ccccc1	1	-2	-1	0	-8	2	-7	9	1	-1.5
O=C(CN1C(=O)NC2(CCCC2)C1=O)NNC(=O)c1ccccc1F	-2	·	-7	5	-5	·	-1	4	7	0.0
Cc1ccc(S(=O)(=O)N(CC(=O)N2CCCCCC2)c2ccccc2)cc1	2	18	-11	-1	0	-4	2	-3	-8	0.0
CCCCN1CC(=O)N2[C@H]3c4cc(OC)ccc4OC[C@@H]3[C@H](C(=O)OCC)[C@]2(C)C1=O	0	·	-25	-2	4	·	-2	-1	11	-0.5
CC(C)(Oc1ccc(Cl)cc1)C(=O)NCCN1C(=O)S/C(=C/c2cccnc2)C1=O	-2	-5	7	7	0	-1	-6	3	5	-0.5
O=C(Nc1ccccc1N1CCOCC1)[C@@H]1O[C@H](CO)[C@H](O)[C@H](O)[C@H]1O	4	·	·	-1	·	·	-3	·	-5	0.0
O=C(CC[C@H]1O[C@@H](n2ccc(=O)[nH]c2=O)[C@H](O)[C@@H]1O)N1CCN(c2ccccn2)CC1	-5	·	·	-6	·	·	-5	·	3	-1.6
CCN(CC)CCn1c2c(c(SCC(=O)Nc3cccc(C(C)=O)c3)nc1=O)CCCC2	6	·	6	-7	·	·	2	-7	5	2.3
Cc1cc(C(=O)Nc2sc(C)c(C)c2C#N)no1	-2	-2	-10	7	0	-4	-7	4	7	0.0
Cc1ccc(C2(C)NC(=O)N(CC(=O)N(C)CC(=O)Nc3cccc4ccccc34)C2=O)cc1 (centres undefined)	-1	·	3	5	9	·	-4	4	5	4.8
CCc1cccc(OCCN2CCCC2)c1	0	-7	5	1	2	2	2	3	4	0.3
COc1cccc(C(=O)N(CN2CCCC2=O)c2cccc(Cl)c2)c1OC	-3	26	-7&-22	0	6	0	-4	-2	5	-1.0
O=C(CC1C(=O)NCCN1Cc1ccc(-c2ccccc2)cc1)NCC1CC1 (centres undefined)	-1	-10	10	1	-6	-1	-4	-2	-13	-0.1
O=P(O)(COc1ccccc1)COc1ccccc1	-10	39	-10	4	-3	-5	-7	5	-3	-0.4

Looked up one by one from the list above:
SMILES	Anthrax LF inh2	DUSP3 inh	SSB-PriA inh	PrPC TRFRET	Rv3671c inh	3CLpro inhibitor	BoNT F protease	MazF activator	CCHFV vOTU inh	BoNT-A LC inh2
C=CCn1c(NC(C)c2cc(Cl)ccc2O)nc2ccccc21 (centres undefined)	-6	-12	-32	-1	-5	-5	-11	12	-2	0.3
Cc1cc(C(=O)Nc2sc(C)c(C)c2C#N)no1	-2	-2	-10	7	0	-4	-7	4	7	0.0
O=C(COC(=O)c1cc(F)c(F)cc1Cl)NC1CCCCCC1	1	·	·	-4	·	·	-6	-1	-3	-0.3

Other compounds:
SMILES	Anthrax LF inh2	DUSP3 inh	SSB-PriA inh	PrPC TRFRET	Rv3671c inh	3CLpro inhibitor	BoNT F protease	MazF activator	CCHFV vOTU inh	BoNT-A LC inh2
COCCCNC(=O)/C(C#N)=C/c1c(N2CCN(c3cccc(Cl)c3)CC2)nc2c(C)cccn2c1=O	-10	20	0	-3	-7	-1	?	27	-112	-7.6
NC(=O)c1ncc(C(F)(F)F)cc1Cl	-2	13	7	-3	11	3	-4	0	-12	0.1
CCN1C(=O)C(CC(=O)Nc2ccc(OC)cc2)N(CCc2ccccc2)C1=S (centres undefined)	-6	6	-12	3	-1	2	0	12	-11	-0.3
O=C(NC(Cc1c[nH]c2ccccc12)C(=O)NCCCN1CCOCC1)c1cccs1 (centres undefined)	-5	10	-11	-3	-1	1	-2	6	-1	-0.4
CCN(CC)C(=O)CCCOc1ccc(Cl)cc1Cl	6	27	-33	6	4	1	-2	-1	8	-0.1
Cc1ccc(C(C[N+](=O)[O-])c2c(-c3ccccc3O)[nH][nH]c2=O)cc1 (centres undefined)	-3	3	10	-1	-30	4	-7	-10	-1	-0.2
COc1ccc(-n2c(C)cc(C(=O)CN3C(=O)NC4(CCCc5sccc54)C3=O)c2C)cc1 (centres undefined)	0	0	-1	10	-16	1	0	3	1	-0.6
COc1ccccc1N(CC(O)COc1ccccc1C)S(=O)(=O)c1ccccc1 (centres undefined)	-3	1	0	8	-6	-5	-12	3	-13	-0.4
COC(=O)c1cc(NC(=O)N2c3ccccc3Sc3ccccc32)cc(C(=O)OC)c1	-1	-11	10	5	-16	3	1	-6	-1	-0.5
N#CCSc1ccc(S(=O)(=O)N2CCOCC2)cn1	-3	·	-7	-7	2	·	-7	0	-1	0.3
Cc1cccc(C(=O)C(O)(c2ccccc2)C2CCCCC2=O)c1 (centres undefined)	-5	·	·	-5	·	·	-2	1	-1	0.0
COc1ccc(COC(=O)N/N=C(\C)CC(=O)Nc2ccc(Cl)cn2)cc1	-1	17	·	11	12	0	-4	5	10	-0.2
Cc1ccc(SCC(=O)Nc2cccc(-c3nnc(-c4ccco4)o3)c2)cc1	-6	13	-7	3	-55	0	-8	0	14	-0.3
COc1ccc(CN2CCN(C(=O)c3cccc(OC)c3OC)CC2)cc1OC	-4	-5	-4	0	13	6	-2	0	-6	-0.4
CCOC(=O)N1CCN(C(=O)CN(c2cc(Cl)ccc2OC)S(=O)(=O)c2ccccc2)CC1	-1	15	0	-1	-7	-2	16	4	-12	0.2
O=C(NCC(c1ccco1)N1CCc2ccccc21)c1ccc([N+](=O)[O-])cc1 (centres undefined)	2	·	20	-23	4	·	-5	-7	-7	-3.1
Cc1ccc([C@H]2C[C@@H](O)[C@H](n3cc(-c4ccc(F)cc4)nn3)CN2Cc2cccs2)cc1	-3	·	·	-5	·	·	-3	-1	-4	0.0
O=C(CNc1ccc(C(F)(F)F)cc1)Nc1cccc(S(=O)(=O)N2CCCCC2)c1	-1	·	·	13	·	·	-7	0	16	-0.1
CC(C)C(OC(=O)c1ccco1)C(=O)NCc1ccc2c(c1)OCO2 (centres undefined)	4	2	-9	-4	1	1	-6	9	11	-1.4
COc1ccccc1NS(=O)(=O)c1ccc(C(=O)OCC(=O)NCc2ccco2)cc1	-2	44	-11	0	-8	0	-3	-3	7	0.0
CCC(=O)N1CCc2cc(S(=O)(=O)CCC(=O)N3CCN(c4ccccc4)CC3)ccc21	-2	-6	10	-2	3	-5	5	5	1	-0.9
CC1CN(C(=O)c2ccc(COc3ccc(C(C)C)cc3)o2)CC(C)O1 (centres undefined)	-5	12	-13	0	1	-3	2	-22	16	-1.0
CC(C)NC(=O)Cn1cc(C(=O)COc2ccccc2)c2ccccc21	0	11	-15	11	3	-2	-1	-4	-4	0.0
Cc1cccc(Nc2c([N+](=O)[O-])c(=O)oc3ccccc23)c1	-7	17	7	1	2	4	?	2	-6	-1.2
Brc1cc2c(cc1/C=N/Nc1nc(N3CCCC3)nc(N3CCOCC3)n1)OCO2	-1	20	·	-6	5	5	-19	3	27	-3.7

(next part)
SMILES	Anthrax LF inh2	DUSP3 inh	SSB-PriA inh	PrPC TRFRET	Rv3671c inh	3CLpro inhibitor	BoNT F protease	MazF activator	CCHFV vOTU inh	BoNT-A LC inh2
O=C(Cn1ncc2c1-c1ccccc1OC2)Nc1ccc(Cl)cn1	4	32	-4	-3	-9	-2	5	-3	-5	-0.4
Clc1ccc2nc(COc3ccccc3)[nH]c2c1	-8	26	-28	8	-12	-6	-21	8	10	-2.5
COc1cccc(-c2sc3ccc(OC)cc3c2-c2cc(F)cc(OC)c2)c1	-12	·	1	1	-11	·	2	-8	4	-0.3
CC(C)N(Cc1ccccc1)C(=O)CN1C(=O)NC2(CCCC2)C1=O	-5	·	1	7	-5	·	0	1	17	-1.1
O=S(=O)(NC1CCCC1)c1ccc(S(=O)(=O)N(Cc2cccs2)CC2CCCO2)cc1 (centres undefined)	-1	-15	-14	-2	0	-1	6	1	2	1.1
NC(=O)c1c(Nc2nc3c(F)cccc3s2)sc2c1CCCC2	0	7	-13	14	-64	2	-3	-6	-5	1.0
O=C(CNS(=O)(=O)c1cccc2nsnc12)NCc1ccc(Cl)cc1	-10	11	3	-23	10	-8	1	7	-5	-2.1
Cc1sc(NC(=O)CCCC(=O)O)c(C(N)=O)c1-c1ccccc1	0	7	-15	8	0	1	-10	3	13	-1.0
CC1(C)Cc2cccc(OCC(=O)Nc3cc(S(C)(=O)=O)ccc3Cl)c2O1	-1	·	-7	3	1	·	-4	-3	-6	-3.1
O=C(c1ccccc1)C1CCN(c2ncccc2[N+](=O)[O-])CC1	-7	22	19	0	-4	-3	?	1	-7	-3.6
CC(C)CN1CCC(=O)N(CCSc2ccccc2)CC1	5	20	1	-1	-3	-4	-8	-5	6	0.9
COc1ccc(-c2nn3c(=O)c(C)nnc3s2)cc1	4	2	-12	·	·	-1	7	4	·	2.2
CC1=NN(c2ccc(S(=O)(=O)O)cc2C)C(=O)C1	-10	-13	-2	4	-10	5	-5	7	11	-2.2
Cc1c(C(=O)NCc2cccs2)oc2ccc(S(=O)(=O)N3CCOCC3)cc12	5	18	-10	-9	3	-3	4	9	-7	-0.6
CCCCN(C(=O)c1cc(-c2ccco2)nc2ccccc12)c1c(N)n(CCC)c(=O)[nH]c1=O	4	·	-6	-4	1	·	0	0	4	1.8
COc1ccc(NC(=O)c2ccc(-c3ccc(F)cc3)o2)cc1OC	-11	·	·	1	·	·	-3	13	17	-0.5
CCOC(=O)CN1C(=O)N[C@@H](c2ccccc2)[C@@H](C(=O)OC)[C@H]1C	8	·	-4	4	-4	·	-2	2	3	0.3
C/C(=N\Nc1c(F)c(F)c(Br)c(F)c1F)c1ccncc1	9	1	·	0	-11	3	-8	-20	-10	-6.0
COc1ccc(CNC(=O)C2CCN(S(=O)(=O)c3cccc4cccnc34)CC2)cc1	-1	15	·	-3	4	0	6	·	10	-0.3
N#Cc1c(NC(=O)CSc2nc3c(c(C(F)(F)F)n2)CCc2ccccc2-3)sc2c1CCCC2	-1	-2	-14	1	6	5	0	-12	-15	-1.5

Molecules listed so far that have a COOH group:
SMILES	Anthrax LF inh2	DUSP3 inh	SSB-PriA inh	PrPC TRFRET	Rv3671c inh	3CLpro inhibitor	BoNT F protease	MazF activator	CCHFV vOTU inh	BoNT-A LC inh2
Cc1ccc([C@@H]2CC=C(C(=O)O)[C@H](c3ccc(Cl)cc3)N2S(=O)(=O)c2ccccc2C)cc1	-7	·	2	4	-1	·	3	-9	33*	-0.8
Cc1sc(NC(=O)CCCC(=O)O)c(C(N)=O)c1-c1ccccc1	0	7	-15	8	0	1	-10	3	13	-1.0

Only part of the results is shown; count on the stated rates, not on these rows.
